EphB4 antag – blocks human EphB4 binding to ephrin-B2; EphB4 LBD / TNYL-RAW-Alexa532 peptide, fluorescence polarization; inhibition, % at 7 µM; 97,000 compounds, 0.15% hits;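 active means inhibition above the screen-wide mean inhibition plus 3 SD, cut at about 15% in these data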;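 further: 0% = DMSO wells and 100% = excess unlabeled TNYL-RAW peptide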
CYP2C19 inh – blocks human cytochrome P450 2C19; P33261; CYP2C19 Supersomes, luciferin-H EGE luminescence, 30 min; inhibition, % at 5 µM; 96,000 compounds, 21% hits;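 active means CYP2C19 inhibition above a set limit at 5 µM in the primary screen, cut at about 50% in these data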;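 further: plate controls were negative control wells for no effect and 2.5 mM tranylcypromine positive control for full effect; values of inactives mirror those of a sister screen read the other way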
Target sequence (P33261 whole entry, looked up): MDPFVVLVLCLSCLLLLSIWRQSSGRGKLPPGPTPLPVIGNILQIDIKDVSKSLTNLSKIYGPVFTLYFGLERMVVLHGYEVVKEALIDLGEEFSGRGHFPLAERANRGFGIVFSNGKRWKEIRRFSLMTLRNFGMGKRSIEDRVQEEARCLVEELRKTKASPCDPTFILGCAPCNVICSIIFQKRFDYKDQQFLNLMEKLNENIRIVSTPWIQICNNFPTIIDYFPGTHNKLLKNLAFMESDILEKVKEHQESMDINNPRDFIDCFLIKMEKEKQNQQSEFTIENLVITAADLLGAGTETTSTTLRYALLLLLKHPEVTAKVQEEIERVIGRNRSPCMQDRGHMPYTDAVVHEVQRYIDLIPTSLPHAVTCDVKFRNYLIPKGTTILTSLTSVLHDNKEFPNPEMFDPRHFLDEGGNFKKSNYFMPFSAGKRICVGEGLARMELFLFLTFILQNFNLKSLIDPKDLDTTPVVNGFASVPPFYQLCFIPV
Plk1 PBD FP – inhibitors of human Plk1 polo box domain binding | inhibition, %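 (tested at about 20 µM)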 | AID 693 | Plk1 PBD phosphopeptide binding, fluorescence polarization | 97,000 compounds, 0.13% hits | P53350; in the data active means inhibition above about 34%, passing the limit was not always enough
PLK1 inh – inhibitors of human PLK1 kinase; P53350; recombinant PLK1 kinase, TR-FRET peptide phosphorylation; inhibition, % at 10 µM; 97,000 compounds, 0.53% hits;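 active means inhibition of 50% or more in the single-concentration screen; inactive means inhibition below 50%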;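 further: 0% = DMSO max control and 100% = H-89 dihydrochloride min control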
HIV Rev-RRE inh – disrupts HIV-1 Rev binding to RRE RNA; P05866; Rev peptide-RRE RNA binding, FRET; inhibition, % at 8 µM; 97,000 compounds, 0.79% hits;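 active means inhibition above the screen-wide mean plus 3 SD, cut at about 35% in these data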;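 further: 0% = median DMSO wells and 100% = median Neomycin B control wells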
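Test system: labelled RRE RNA duplex and labelled Rev peptide. Times: 5 min compound–RNA preincubation, then 15 min with peptide, 25 °C. Doses: single-dose 8 µM. Measured by: FRET, excitation 480 nm, emission 540 nm donor and 671 nm acceptor. Measure: % inhibition of FRET ratio versus controls.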
CYP2C9 act – CYP2C9 (human) activation; P11712; 96,000 compounds, 1.4% hits; activation factor at 5 µM; recombinant CYP2C9, luciferin-H conversion, luminescence; active compounds read high; factor 1 = untreated enzyme, 0 = blocked; AID 1024;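 active means activation factor of 2 or more for CYP2C9 at a 5 µM dose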;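 further: 0 = sulfaphenazole-blocked wells and 1 = vehicle-only wells; values of inactives mirror those of a sister screen read the other way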
Target sequence (P11712 whole entry, looked up): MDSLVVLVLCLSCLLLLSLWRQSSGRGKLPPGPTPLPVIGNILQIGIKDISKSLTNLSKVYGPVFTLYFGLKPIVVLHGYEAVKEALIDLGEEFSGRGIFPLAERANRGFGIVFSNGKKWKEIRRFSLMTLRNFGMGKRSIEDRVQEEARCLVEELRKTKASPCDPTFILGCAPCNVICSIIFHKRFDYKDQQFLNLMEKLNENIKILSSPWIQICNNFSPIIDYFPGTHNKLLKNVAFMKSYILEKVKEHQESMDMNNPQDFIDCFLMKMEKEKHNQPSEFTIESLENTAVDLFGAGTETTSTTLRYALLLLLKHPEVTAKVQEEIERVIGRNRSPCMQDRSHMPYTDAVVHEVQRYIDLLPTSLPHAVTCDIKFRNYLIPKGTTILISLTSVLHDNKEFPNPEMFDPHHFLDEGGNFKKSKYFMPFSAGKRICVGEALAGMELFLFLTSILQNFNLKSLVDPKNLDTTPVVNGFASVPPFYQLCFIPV
CYP2C9 inh – blocks human cytochrome P450 2C9. P11712. CYP2C9 Supersomes, luciferin-H conversion, luminescence. inhibition, % at 5 µM. 96,000 compounds, 20% hits;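 active means blocking of liver enzyme CYP2C9 beyond about 50% at 5 µM, limit read from the data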; further: values of inactives mirror those of a sister screen read the other way
CYP2C19 act – cytochrome P450 2C19 (human) activation | P33261 | recombinant CYP2C19, luciferin-H EGE luminescence; active compounds read high; 0 = fully inhibited enzyme, 1 = untreated enzyme | activation factor at 5 µM | 96,000 tested, under 10 active;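 active means activation factor of at least 2 at 5 µM in the primary screen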;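 further: 0 = wells with 2.5 mM tranylcypromine and 1 = vehicle-only wells; values of inactives mirror those of a sister screen read the other way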
PLAP activator – activators of human placental alkaline phosphatase; purified PLAP enzyme, luminescent substrate read-out; active compounds read high; AID 696; 96,000 compounds, 1.2% hits; P05187; activation fold at 20 µM; in the data active means activation fold above about 2
* = called active by the depositor; x = no result given.

entry	structure	EphB4 antag	CYP2C19 inh	Plk1 PBD FP	PLK1 inh	HIV Rev-RRE inh	CYP2C9 act	CYP2C9 inh	CYP2C19 act	PLAP activator
1	COc1cccc(C2CC(=O)N3CN(c4ccccc4F)CSC3=C2C#N)c1 (stereo unspecified)	-10	68*	6	-22	0	0.2	84*	0.3	0.9
2	COc1cccc(NC(=O)CSc2ncnc3c2cnn3Cc2ccccc2)c1	-2	-16	14	-2	13	0.8	19	1.2	0.8
3	Cn1c(=O)[nH]c(=O)c2c1nc(Br)n2CCOc1ccccc1	-2	49	-8	-4	3	0.8	15	0.5	1.1
4	COC(=O)c1c(-c2cccs2)csc1NC(=O)CN1CCOCC1	5	94*	-1	-10	6	0	96*	0.1	1.5
5	CC(=O)N(CCC(Cc1ccccc1)c1ccc2c(c1)OCO2)Cc1ccccc1F (stereo unspecified)	-2	88*	-30	-13	2	0	96*	0.1	1.2
6	CSc1nc2nc3c(c(=O)n2[nH]1)CN(Cc1ccccc1)CC3	-1	1	-29	2	5	0.8	17	1	0.8
7	O=C(Nc1ccccc1)c1ccc(NCc2cccnc2)c(S(=O)(=O)N2CCOCC2)c1	7	54*	-1	-4	11	0.4	56*	0.5	1.4
8	Cc1ccc(NC(=O)CCC(C(=O)O)N2C(=O)c3ccccc3C2=O)cc1 (stereo unspecified)	-2	2	-9	-1	3	1	-2	1	1.2
9	N#CC1(C#N)COC23CCCCC2C1(C#N)C(=N)O3 (stereo unspecified)	0	13	1	-7	18	0.8	22	0.9	1
10	O=S(=O)(c1ccc2c(c1)nc(COc1ccc(Cl)cc1)n2CC1CCCO1)N1CCOCC1 (stereo unspecified)	-6	8	0	-8	0	0.7	34	0.9	1.4
11	Cc1ccc(C)c(/C(O)=C2\C(=O)C(=O)N(CCCN3CCOCC3)C2c2cccnc2)c1 (stereo unspecified)	-5	-20	-12	-8	4	1.2	-24	1.2	1.3
12	CCCCCCn1c(CN2CCN(CCO)CC2)nc2c1c(=O)n(C)c(=O)n2C	x	11	x	x	x	0.8	18	0.9	1.4
13	O=C(NC1CC1)C1C2C3C4CC5C3C5C4C12 (stereo unspecified)	-7	-2	7	-1	3	1	-4	1	1
14	COC(=O)c1c(NC(=O)C2CC2)sc2c1CCN(C(C)=O)C2	-2	-17	19	-4	9	1.2	-19	1.2	1.2
15	COc1ccccc1NC(=O)CSc1nc(O)c(Cc2ccccc2)c(=O)[nH]1	-2	7	16	0	18	0.9	14	0.9	0.8
16	COc1ccc2nc(-c3ccccc3)[nH]c2c1	-8	74*	-9	-16	6	0.6	39	0.3	1
17	COC(=O)C(/C=N/OCc1ccc([N+](=O)[O-])cc1)NC(=O)c1cccc(Cl)c1 (stereo unspecified)	6	79*	-7	-5	14	0.4	61*	0.2	1
18	CN(Cc1ccccc1)Cc1nc2c(c(=O)n(C)c(=O)n2C)n1Cc1ccccc1Cl	6	26	-14	8	3	0.2	81*	0.7	1.5
19	CCOc1ccc(Cn2nnc(C(=O)Nc3cc(C)cc(C)c3)c2N)cc1	-1	-6	4	-11	12	0.9	9	1.1	1
20	CC(C)n1c(SC2C(=O)CC(C)(C)CC2=O)nc2c1c(=O)n(C)c(=O)n2C	-1	-4	19	4	4	1.1	-11	1	0.8

Fetched by compound from the list above:
entry	structure	EphB4 antag	CYP2C19 inh	Plk1 PBD FP	PLK1 inh	HIV Rev-RRE inh	CYP2C9 act	CYP2C9 inh	CYP2C19 act	PLAP activator
3	Cn1c(=O)[nH]c(=O)c2c1nc(Br)n2CCOc1ccccc1	-2	49	-8	-4	3	0.8	15	0.5	1.1
20	CC(C)n1c(SC2C(=O)CC(C)(C)CC2=O)nc2c1c(=O)n(C)c(=O)n2C	-1	-4	19	4	4	1.1	-11	1	0.8

The listing continues:
entry	structure	EphB4 antag	CYP2C19 inh	Plk1 PBD FP	PLK1 inh	HIV Rev-RRE inh	CYP2C9 act	CYP2C9 inh	CYP2C19 act	PLAP activator
21	COc1ccc(CNC(=O)C(c2ccco2)N(C(=O)c2csnn2)c2cccc(C)c2C)cc1 (stereo unspecified)	-1	x	-17	-6	-1	x	x	x	x
22	COc1ccc(NC(=S)NCCC(c2ccccc2)c2ccccc2)c(OC)c1	-1	99*	14	-2	0	0.1	86*	0	1.9
23	COc1cc(Br)c(C(C)NC(=O)c2ccc(C)cc2)cc1OC (stereo unspecified)	2	35	16	-18	11	0.8	25	0.7	1.1
24	Nc1ccc2oc(-c3cc(Br)ccc3Cl)nc2c1	-2	31	8	2	5	0.8	16	0.7	0.9
25	FC(F)(F)c1cc(-c2cccs2)nc(-n2cc(Br)cn2)n1	-4	14	-9	-3	3	0.7	32	0.9	0.9
26	Cc1ccc(S(=O)(=O)Cn2nnnc2C(c2ccc(F)cc2)N2CCC(C(N)=O)CC2)cc1 (stereo unspecified)	8	-2	12	-15	6	0.9	8	1	1.4
27	O=C(NCCC1=CCCCC1)C1CCN(S(=O)(=O)c2cccc3nonc23)CC1	-3	5	16	-5	3	1.8	-80	0.9	0.8
28	O=C(O)CNC1=NCCC1	x	-20	x	x	x	1.1	-15	1.2	1
29	Cc1cc(C)c(S(=O)(=O)c2ccccc2)c(N(C)C)n1	-11	64*	9	-2	4	0.6	42	0.4	0.9
30	Cc1cccc(CN2C(=O)N/C(=C/c3ccc(C)s3)C2=O)c1	6	29	-34	-10	58*	1.5	-48	0.7	0.9
31	CC1=C(C)[N+](=O)C2CCCCC2N1[O-] (stereo unspecified)	-9	-10	-4	-10	6	1	3	1.1	0.9
32	CN(C1CCCCC1)S(=O)(=O)c1ccc(NC(=O)c2ccco2)cc1	-4	24	2	-3	9	0.6	44	0.8	0.8
33	CCCOc1ccc(CCN2CCC(=O)NC2=O)cc1C	2	24	-14	-1	8	0.8	23	0.8	1.1
34	O=C(CSc1nc(-c2ccccc2)c(-c2ccccc2)o1)Nc1nncs1	-6	-14	-16	-8	2	0.6	44	1.1	1.2
35	O=C(N/N=C/c1ccc(O)cc1)c1ccc(NC(=O)c2ccccc2Br)cc1	-14	18	-24	0	-4	1.1	-7	0.8	1
36	COCCOC(=O)c1[nH]c2c(c1C)C(=O)CC(c1ccc(N(C)C)cc1)C2 (stereo unspecified)	8	88*	-10	-11	5	0.1	93*	0.1	1.3
37	O=C(O)CCC(=O)N1CCN(c2nc(-c3ccccc3Cl)c3cc(Br)ccc3n2)CC1	16*	22	2	-15	0	1	-4	0.8	1.5
38	Cc1c(-c2cccs2)[n+](=O)c2c(n1[O-])CCC2	0	-11	-11	-6	7	1	-2	1.1	1.3
39	CCCCC(=O)c1c(C)cc(C)[nH]c1=O	-5	-14	13	-8	5	1.2	-18	1.1	0.9
40	COCC(=O)Nc1nnc(COc2ccc(Cl)cc2)s1	3	x	6	-8	5	x	x	x	x
41	CCc1nc2scc(-c3cccs3)c2c(=O)o1	9	x	-11	-9	3	x	x	x	x
42	CCOC(=O)C(C)(C)Sc1nc2c(cnn2-c2ccc(C)cc2)c(=O)[nH]1	-10	x	8	-3	0	x	x	x	x
43	ONC(=Nc1ccccc1)c1ccc(Cl)cc1	-3	90*	-17	-5	0	0.5	49	0.1	0.7
44	CCOc1ccc(CN(C)CC(=O)c2c(N)n(Cc3ccccc3)c(=O)n(CC)c2=O)cc1OC	4	-16	-11	-14	9	1.3	-31	1.2	1.7
45	COc1ccc(CNC(=O)c2cc(-c3ccccc3OC)on2)cc1	-8	-2	11	-1	6	2.7*	-165	1	0.8
46	CCCOc1c(Cl)cc(C(=O)Nc2ccc3c(c2)OCO3)cc1OCC	-1	7	13	-12	12	0.9	10	0.9	0.7
47	COC(=O)CC1=C(C(=O)OC)C(c2cccc(OCC(N)=O)c2)C(C#N)=C(N)O1 (stereo unspecified)	0	12	3	-7	26	1	3	0.9	0.9
48	CC(C)CCN1CC(C(=O)NCCC2=CCCCC2)CC1=O (stereo unspecified)	7	15	-1	-6	6	0.8	17	0.8	0.9
49	CC1(C)CC(=O)C2=C(C1)Nc1cc3c(cc1C2c1ccc2c(c1)OCO2)OCO3 (stereo unspecified)	9	48	-8	-13	-1	0.2	76*	0.5	1.3
50	CCn1c2ccccc2c2cc(C3C(C#N)=C(C)NC(C)=C3C#N)ccc21	-6	100*	2	9	13	0	95*	0	1.3
51	Cc1ccc(NC(=O)C2CCC(=O)N2)cc1C (stereo unspecified)	-6	x	17	8	4	x	x	x	x
52	CCOc1nc(-c2ccccc2)ccc1-c1noc(COC)n1	-10	x	-8	-7	12	x	x	x	x
53	O=C1CCCN1c1ccc(S(=O)(=O)Oc2ccc(Cl)cc2)cc1[N+](=O)[O-]	-6	50	-3	-4	4	0.8	20	0.5	1.1
54	Clc1cccc(-c2nn3c(COc4ccccc4)nnc3s2)c1	x	8	x	x	x	1	3	0.9	0.8
55	Cc1ccc2nsnc2c1NS(=O)(=O)c1c(C)ccc2nsnc12	-2	35	12	-6	5	0.4	56*	0.6	0.9
56	CC(C)Oc1ccccc1C1CC(=O)Nc2cc3c(cc21)OCO3 (stereo unspecified)	7	99*	-6	-11	15	0.2	76*	0	0.8
57	O=C(Nc1cnccn1)c1ccncc1	2	11	11	-6	11	1	4	0.9	1
58	Cc1cc(NC(=O)CSc2nnc(COc3ccccc3)n2Cc2ccco2)no1	8	-2	-15	-16	10	0.6	38	1	0
59	CCC1CCCCN1Cc1ccc(OC)c(OC)c1 (stereo unspecified)	-5	-17	14	-4	4	1.2	-22	1.2	1.1
60	Cc1cccc(OCCCC(=O)O)c1C	4	5	-11	1	10	1.1	-5	1	1
61	CN1CC(=O)N(C)c2ncn(Cc3ccccc3)c2C1=O	-7	5	-27	-12	1	1.1	-11	1	0.9
62	Cc1ccc(NC(=O)C(C)Sc2nnc(-c3cccnc3)o2)cc1 (stereo unspecified)	4	9	-6	-19	3	0.9	8	0.9	1.3
63	CC1(C)CC(=O)c2cnc(N3CCN(c4ccccc4)CC3)nc2C1	-4	10	-27	1	11	0.9	9	0.9	0.9

Screens as filed in PubChem BioAssay.
